Screening data deposited in PubChem BioAssay by several laboratories.
NADH enzymes: inhibitors of PK/LDH coupling enzymes, profiling panel, artefact control, biochemical, MLSMR library; coupled PK/LDH NADH assays, four targets; IC50, µM (top dose mostly 10 µM), without a hit: at the highest dose inhibition; 0.02% of 65,000 active; AID 774, 2007;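 active = single-dose screening hits from any of four coupled enzyme assays that gave an IC50 when retested across doses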;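 note: the DPM-DC format reads NADH fluorescence rather than 340 nm absorbance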
Ecoli tolC: growth inhibitors of E. coli tolC mutant, primary screen, strain BW25113 ΔtolC::kan, 384-well. OD615. 2.2% of 65,000 active. growth inhibition, % at 10 µM (by protocol). AID 573, 2007;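 active = growth inhibition at or above a cutoff equal to the mean over every tested compound plus 3 SD, cut at about 60% in these data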;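 note: growth measured after 20 h incubation at 37 °C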
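Test system: E. coli BW25113 ΔtolC::kan bacteria; incubation: 37 °C, 20 h exposure; medium: LB broth supplemented with 50 µg/mL kanamycin; read-out basis: percent growth inhibition; signal: A615 absorbance measurement; compound: 10 µM final, single dose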
M1 antag: antagonists of rat M1 muscarinic receptor | CHO-M1 cells, Fluo-4 calcium, ACh EC80 antagonist mode; active compounds read low | 3.4% of 64,000 active | B-score at 10 µM | Muscarinic acetylcholine receptor M1 (Rattus norvegicus), P08482;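 active = calcium fluorescence response, raw or row-and-column corrected B-score, differing from the plate sample mean either way at a set confidence level, mostly lower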
RORA act: activators of orphan receptor RORA, primary screen, cell-based, luminescence; 1.5% of 65,000 active; CHO-K1 Gal4-RORA LBD luciferase reporter; percent increase over mock-subtracted basal signal; activation, % at 10 µM; Nuclear receptor ROR-alpha (Homo sapiens), P35398; AID 560, 2006;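 active = activation above the mean of all tested compounds plus 3 SD, cut at about 49% in these data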;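 note: 0% = DMSO-treated RORA cells and 100% = added signal equal to DMSO minus mock-transfected cells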
Target sequence (P35398 whole entry, looked up, the tested form may be a part): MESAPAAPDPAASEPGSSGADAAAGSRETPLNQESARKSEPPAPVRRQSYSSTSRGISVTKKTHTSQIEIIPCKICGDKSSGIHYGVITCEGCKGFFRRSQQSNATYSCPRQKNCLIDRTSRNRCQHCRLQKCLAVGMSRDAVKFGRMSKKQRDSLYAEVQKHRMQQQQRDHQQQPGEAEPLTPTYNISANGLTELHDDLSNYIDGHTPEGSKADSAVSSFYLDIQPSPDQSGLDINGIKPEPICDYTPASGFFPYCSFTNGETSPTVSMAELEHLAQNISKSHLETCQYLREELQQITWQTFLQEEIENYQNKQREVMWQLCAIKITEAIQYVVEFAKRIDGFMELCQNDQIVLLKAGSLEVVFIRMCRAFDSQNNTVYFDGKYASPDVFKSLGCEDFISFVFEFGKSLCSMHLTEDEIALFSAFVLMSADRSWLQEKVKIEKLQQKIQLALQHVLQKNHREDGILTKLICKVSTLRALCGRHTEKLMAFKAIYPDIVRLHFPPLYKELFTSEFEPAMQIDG
TNAP act mid DEA: human TNAP enzyme activators, primary screen, biochemical, luminescent, intermediate phosphate acceptor level | purified TNAP, CDP-star luminescence, 100 mM DEA, 30 min; active compounds read high; scale: 0 levamisole-inhibited, 1 vehicle-only enzyme | activation factor at 20 µM | 64,000 tested, under 10 active;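 active = activation factor of at least 2 at 20 µM, relative to controls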
Target sequence (P05186 whole entry, looked up): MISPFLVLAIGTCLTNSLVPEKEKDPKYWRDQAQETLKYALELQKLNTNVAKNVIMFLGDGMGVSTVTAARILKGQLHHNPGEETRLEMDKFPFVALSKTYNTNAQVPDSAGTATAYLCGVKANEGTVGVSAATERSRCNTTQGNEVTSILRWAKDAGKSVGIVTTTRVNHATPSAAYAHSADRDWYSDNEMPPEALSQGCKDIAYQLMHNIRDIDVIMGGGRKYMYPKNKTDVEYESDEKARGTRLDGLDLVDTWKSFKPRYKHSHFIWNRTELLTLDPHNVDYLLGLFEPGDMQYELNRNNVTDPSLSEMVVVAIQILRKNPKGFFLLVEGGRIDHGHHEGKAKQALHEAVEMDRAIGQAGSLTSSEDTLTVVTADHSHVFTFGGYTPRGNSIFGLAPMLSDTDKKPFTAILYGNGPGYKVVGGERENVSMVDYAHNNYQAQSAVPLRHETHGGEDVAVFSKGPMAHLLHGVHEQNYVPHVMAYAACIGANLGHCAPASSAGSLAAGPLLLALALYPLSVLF
M1 agonist: M1 muscarinic receptor agonists, primary screen, CHO-M1 cells, Fluo-4 calcium, agonist mode. Muscarinic acetylcholine receptor M1. Fluo-4 calcium fluorescence; active compounds read high. B-score at 10 µM. 3% of 64,000 active. AID 626, 2007;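 active = fluorescence rise, raw or as B-score row- and column-corrected plate score, outside the 99.7% band of its plate's samples, either direction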
SF1 activator: activators of human SF-1, primary screen, cell-based, CHO-K1, Gal4-SF-1 LBD, luciferase luminescence. Steroidogenic factor 1 (Homo sapiens), Q13285. CHO-K1 Gal4-SF-1 LBD luciferase reporter; % increase over DMSO SF-1-specific signal. activation, % at 10 µM. 1.9% of 65,000 active;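 active = activation above the mean activation of all tested compounds plus 3 SD, cut at about 50% in these data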
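Compound – one dose, 10 µM compound, 1% DMSO · Test system – transient Gal4-SF-1 LBD reporter, CHO-K1 · Input – 4,000 cells in each well · Read-out basis – percent activation relative to DMSO median and mock-transfected background · Replicates – single measurement per compound · Technique – steady-glow luciferase luminescence, read after 15 min reagent incubation · Timing – 20 h compound treatment, 37 °C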
Autofluor 339: intrinsic fluorescence of library compounds, ex339/em460 – biochemical, MLSMR library, data from DPM-DC assay, artefact control, profiling panel. compound autofluorescence, ex339/em460 nm, NADH buffer; active compounds read high; 1 = no-compound wells, NADH background. fluorescence fold increase at 10 µM. 5.5% of 65,000 active. AID 709, 2007;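 active = at 10 µM, mean starting fluorescence two-fold or more over control wells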;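 note: signal is the first read of a kinetic run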
E coli RNAP: E. coli RNAP inhibitors, biochemical. inhibition, %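 (tested at 10 µM)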. AID 559, 2006. E. coli RNA polymerase, fluorescence transcription assay. 0.2% of 62,000 active; in the data active = inhibition above about 20%;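 note: 0% = enzyme without compound and 100% = no enzyme blank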
Numbers without * were called inactive; · = no result given.

SMILES	NADH enzymes	Ecoli tolC	M1 antag	RORA act	TNAP act mid DEA	M1 agonist	SF1 activator	Autofluor 339	E coli RNAP
CCOc1ccc(NC(=O)C(C)Sc2nnnn2C)cc1 (stereo not drawn)	9%	-11	0.057	10	1	0.036	2	1.1	4
CC(=O)[C@@]1(O)CC[C@H]2[C@@H]3CCC4=CC(=O)CC[C@]4(C)[C@H]3[C@@H](O)C[C@@]21C	2%	5	0.49	12	0.9	0.38	0	1	11
O=C(NCCN1CCCCCC1)C1CC(=O)N(CCc2ccccc2)C1 (stereo not drawn)	6%	-14	-0.4	18	0.9	0.35	-13	1.1	-1
CCOc1ccc(S(=O)(=O)N(CC(N)=O)c2ccc(C)cc2)cc1	0%	0	0.23	-4	1	0.13	-9	1.1	4
CC(C)c1nc(=S)n(-c2ccccc2)[nH]1	19%	-4	1.3	1	1	-0.43	-13	1.1	3
CC(C)(Oc1ccc(Cl)cc1)C(=O)Nc1ncccn1	3%	-12	-0.22	-7	0.9	0.88	5	1	-7
CCOc1ccc(N2C(=O)CC(n3nc(C)cc3C)C2=O)cc1 (stereo not drawn)	4%	-1	0.18	-3	1	-0.15	-15	1.1	3
CCCCn1nnnc1NCc1cccs1	2%	-2	0.1	-10	0.9	-0.16	-12	1	5
CCOc1ccc(CC(=O)NCc2cn3c(C)csc3n2)cc1	2%	-5	0.34	-12	0.9	3.4*	1	1.1	4
C=CCn1c(C)nc2c(c1=O)c1nc3ccccc3nc1n2-c1ccc(C)cc1	5%	-4	0.23	-2	1	-0.79	-8	1	8
C[N+](C)(C)CCNC(=O)c1c(O)c2c([nH]c1=O)CCCC2	5%	-20	0.61	-1	0.9	0.79	14	1.2	4
CCC(C)(C(=O)NC1CCCC1)N(Cc1ccco1)C(=O)c1ccccn1 (stereo not drawn)	3%	1	0.99	-17	1	-0.29	-17	1.1	1
COCCn1nnnc1C(c1ccccc1Cl)N1CCN(c2ccccc2OC)CC1 (stereo not drawn)	6%	7	0.89	-9	1	0.47	-4	1.1	4
C=CCc1c(C)nc(SC(C)C)[nH]c1=O	5%	-3	0.2	-6	0.9	0.67	11	1.1	1
CCC(CO)NC(=O)c1cccc(S(=O)(=O)N2c3ccccc3CC2C)c1 (stereo not drawn)	3%	11	-0.22	21	1	-0.15	19	1	11
CC(Sc1nc(-c2ccccc2)cc(C(F)(F)F)n1)C(=O)N1CCC(C(N)=O)CC1 (stereo not drawn)	2%	12	-0.08	12	0.9	0.62	-2	1	9
Cn1nc(SCC(=O)O)sc1=S	7%	-12	0.77	-11	0.9	0.26	-7	1.1	7
CCOC(=O)N1CCN(C(=O)C2CC(=O)N(c3ccc(OC)cc3)C2c2ccc(OC)cc2)CC1 (stereo not drawn)	3%	-2	0.28	4	1	0.18	11	1.1	6
CCC(C)(C)NC(=O)C(c1cccn1C)N(C(=O)Cn1nnc2ccccc21)c1ccccc1OC (stereo not drawn)	2%	-1	0.2	-7	0.9	-0.29	4	1.1	20
CCCC(=O)NCCCCNC(=O)CCC	6%	-2	0.22	-7	1	1	-8	1.1	11
c1ccn2c(CNc3ncnc4sccc34)nnc2c1	6%	-14	0.4	2	0.9	-0.43	7	1	·
Cn1c(-c2ccc(C(C)(C)C)cc2)n[nH]c1=S	2%	6	0.8	46	1	0.41	2	1	4
CCn1c(=O)c2cc(S(=O)(=O)NCCOc3ccccc3)ccc2n(CC)c1=O	4%	0	1.1	-10	0.9	0	-31	1	1
O=C(CN1CCN(c2ccc(F)cc2)CC1)N1CCOCC1	4%	-8	0.0042	-10	0.9	-0.45	4	1.1	0
Cc1cc(Cl)c(S(=O)(=O)N2CC(C)OC(C)C2)cc1OCC(N)=O (stereo not drawn)	5%	0	-0.0037	-3	1	-1.7	6	1.1	1

Later entries:
SMILES	NADH enzymes	Ecoli tolC	M1 antag	RORA act	TNAP act mid DEA	M1 agonist	SF1 activator	Autofluor 339	E coli RNAP
Cc1nc2ccccc2nc1N1CCC(C)CC1	1%	6	·	1	0.9	·	0	1.2	12
CCc1c(C)nc(SCC(=O)Nc2ccc(Br)cc2)[nH]c1=O	7%	-12	0.95	-14	0.9	-0.68	-5	1.1	-2
COc1ccc(N2CCN(C(=O)c3ccc4c(=O)n(CC5CCCO5)c(=O)[nH]c4c3)CC2)cc1 (stereo not drawn)	9%	-3	-1	-22	0.9	-0.23	-13	0.91	4
Cc1n[nH]c(C)c1S(=O)(=O)N1CCCC(C(=O)N2CCN(c3ccc(Cl)cc3)CC2)C1 (stereo not drawn)	4%	33	-1.4	-25	0.9	1.5	12	1.1	4
CCC(Sc1ncnc2c1nnn2-c1ccc(F)cc1)C(=O)OC (stereo not drawn)	5%	13	-2.8*	-4	0.9	-0.13	19	1	5
O=C1CCCc2nc(N3CCN(C(c4ccccc4)c4ccccc4)CC3)ncc21	2%	29	-0.63	-6	0.9	2	-3	1.1	7
Cc1nnc2ccc(N3CCC(C(N)=O)(N4CCCCC4)CC3)nn12	0%	-10	0.069	3	0.9	1.6	-15	1	2
CCc1ccc(-c2nnn(Cc3nc4ccccc4s3)n2)cc1	8%	56	1.4	-18	0.9	0.022	9	1.1	5
COC(=O)c1[nH]c2cc(OC)ccc2c1NC(=O)CN1CCC(C(N)=O)CC1	6%	11	-0.36	2	0.9	-0.84	-2	1.3	8
COC(=O)c1[nH]c2ccc(Br)cc2c1NC(=O)CN1CCN(C2CCCCC2)CC1	7%	3	-7.5*	23	0.9	0.6	12	1.2	-1
Cn1c(/C=N/c2nc3ccccc3[nH]2)nc2ccccc21	6%	-9	0.58	9	0.9	-0.51	5	1.2	5
COCC(C)NC(=O)c1cc(-c2ccc(OC)c(OC)c2)on1 (stereo not drawn)	7%	-8	-0.029	35	1	-0.063	-5	1.1	2
COCCN1C(=O)C(=O)/C(=C(/O)c2cccc(OC)c2)C1c1ccncc1 (stereo not drawn)	3%	-24	-0.1	4	0.9	-1.5	-1	0.98	0
Fc1ccc(CSc2nc3ncccc3[nH]2)cc1	0%	13	-0.89	14	0.9	0.0076	-16	1.1	5
CCOc1ccc(C(=O)Nc2ccc3c(c2)OCO3)cc1OCC	6%	-14	0.5	-3	1	-0.0046	24	1.1	-7
CCOC(=O)NC(NCC(O)c1ccccc1)(C(F)(F)F)C(F)(F)F (stereo not drawn)	3%	8	-0.5	-12	1	-0.77	5	1.1	4
CN(C)CCn1c(C(=O)O)cc2ccccc21	7%	-19	0.4	-34	0.9	-0.75	4	1	3
Cn1c(=O)c2c(nc(NCc3ccccc3)n2CCCc2ccccc2)n(C)c1=O	2%	9	2.5*	9	1	15*	27	1.1	6
CCOc1ccccc1NC(=O)CCc1ccc(C)o1	4%	6	0.76	-4	0.9	0.05	-15	1.1	11
O=C1CC(c2ccsc2)c2cc3c(cc2N1)OCCO3 (stereo not drawn)	1%	10	0.62	-11	0.8	0.66	-10	1	3
c1cc(-c2nnc(-c3ccncc3)o2)ccn1	2%	-9	0.82	-17	0.9	-1.3	-1	1.1	8
COC(=O)CSc1nnc(CNc2ccc(F)cc2)o1	4%	-3	-0.25	-4	0.9	-0.021	1	1.2	7
c1ccc(CSc2ncn(-c3ccccc3)n2)cc1	2%	10	-0.13	48	0.9	0.63	81*	1.1	-1
COc1ccc(CNCCNC(=O)c2ccco2)c(OC)c1OC	3%	-28	0.022	-30	0.9	0.039	-20	1.1	-1
COc1ccc(OC)c(S(=O)(=O)N2CCc3ccccc32)c1	6%	11	·	-10	1	·	-8	0.98	10

Shown as a markdown table: 3 of the compounds above.
| Molecule | NADH enzymes | Ecoli tolC | M1 antag | RORA act | TNAP act mid DEA | M1 agonist | SF1 activator | Autofluor 339 | E coli RNAP |
| --- | --- | --- | --- | --- | --- | --- | --- | --- | --- |
| Cn1c(=O)c2c(nc(NCc3ccccc3)n2CCCc2ccccc2)n(C)c1=O | 2% | 9 | 2.5* | 9 | 1 | 15* | 27 | 1.1 | 6 |
| COc1ccc(OC)c(S(=O)(=O)N2CCc3ccccc32)c1 | 6% | 11 | · | -10 | 1 | · | -8 | 0.98 | 10 |
| Fc1ccc(CSc2nc3ncccc3[nH]2)cc1 | 0% | 13 | -0.89 | 14 | 0.9 | 0.0076 | -16 | 1.1 | 5 |

M1 agonist: hit marks shown above
Molecule,NADH enzymes,M1 antag,TNAP act mid DEA,M1 agonist,Autofluor 339,E coli RNAP
CCOc1ccc(CC(=O)NCc2cn3c(C)csc3n2)cc1,2%,0.34,0.9,3.4*,1.1,4
Cn1c(=O)c2c(nc(NCc3ccccc3)n2CCCc2ccccc2)n(C)c1=O,2%,2.5*,1,15*,1.1,6

(further entries)
SMILES	NADH enzymes	Ecoli tolC	M1 antag	RORA act	TNAP act mid DEA	M1 agonist	SF1 activator	Autofluor 339	E coli RNAP
CCCNC(=O)NCCc1c(C)[nH]c2ccccc12	1%	-1	0.36	-2	0.9	-0.095	13	1.1	13
CNC(=O)c1ccc(N(Cc2ccccc2)S(C)(=O)=O)cc1	0%	-22	0.0089	-9	1	-0.9	-5	1.1	2
CCOc1ccc(C(=O)COC(=O)CC)cc1	2%	3	0.77	·	0.9	0.088	·	1	6
O=C(CNS(=O)(=O)c1ccc(F)cc1)N1CCN(c2ccccc2)CC1	3%	2	-0.53	-6	0.9	-0.02	10	1.1	-4
COc1ccc(N2CC(C(=O)Nc3ncccc3C)CC2=O)cc1 (stereo not drawn)	0%	-7	-0.57	-1	0.9	-0.033	2	1.1	·
Cn1c(=O)c2c(ncn2CC(=O)N2CCOCC2)n(C)c1=O	1%	-9	-0.019	-18	0.9	0.013	-3	1.1	4
CCN(CC)CCCN1C(=O)C(=O)/C(=C(/O)c2ccc(C)cc2)C1c1ccccn1 (stereo not drawn)	2%	14	-0.24	0	0.9	0.37	-1	1	10
CCn1c(=O)cc(OCC(=O)NCc2cccnc2)c2ccccc21	4%	-10	1.1	-18	1	-0.74	4	1.1	7
N#Cc1c2n(cnc1=O)CCCCC2	0%	-6	-0.53	·	0.9	-1.1	·	1.1	2
O=S(=O)(NCC(c1cccnc1)N1CCN(c2ccc(F)cc2)CC1)c1cccs1 (stereo not drawn)	5%	-3	-0.61	-4	1	0.17	-5	1.1	-3
Cc1cc(C)n(C(=O)CNC(=O)c2cccs2)n1	2%	2	0.18	-17	0.8	-0.36	-9	1.1	8
O=C(c1ccco1)N1CCN(S(=O)(=O)c2ccc(Oc3ccccc3)cc2)CC1	3%	33	-0.77	-15	0.8	0.019	2	1	4
CCCC1C(c2ccc(OC)cc2)C(C#N)(C#N)C2(C#N)CC1(N)NC2=O (stereo not drawn)	3%	6	-0.45	-10	0.9	-0.25	8	1.1	·
COc1cccc(C2CC(c3ccc(C)cc3)n3ncnc3N2)c1 (stereo not drawn)	4%	24	-0.59	·	1	-1.7	·	1.1	7
CCC(=O)Nc1sc(C(=O)OC)c(C)c1C(=O)OC	3%	-9	-0.017	8	1	0.79	-12	1.1	4
COCC(=O)N(CCc1ccc(OC)cc1)Cc1nc2ccccc2c(=O)[nH]1	4%	-11	-0.0017	2	0.9	0.09	-4	1	5
Cc1c(C(=O)O)c(=S)sn1CCOc1ccccc1	0%	15	0.34	-4	0.9	-0.033	-4	1.1	10
